PLAP inhibition – inhibition of human placental alkaline phosphatase – biochemical, luminescence, HTS (AID 690) | purified PLAP, luminescent substrate; higher % means a stronger effect | one-dose inhibition, % at 20 µM; IC50 in µM for titrated hits | actives 0.08% (n = 96,000); in the data active = a potency from the dose series; inactive = the rest, 99 in 100 with inhibition below about 30%; note: strong numbers were not always called active
Bcl-B displacement – displacers of TR3 peptide from Bcl-B, primary screen, selectivity assay for Bfl-1 inhibitor project, biochemical, fluorescence polarization; actives 0.11% (n = 96,000); FP displacement of FITC-TR3 peptide from Bcl-B; higher % means a stronger effect; one-dose displacement, % at 20 µM; IC50 in µM for titrated hits; AID 748;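 active = displacement above 50% at 20 µM plus a fluorescence interference ratio under 1.5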;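 note: plate controls were wells without compound for no effect and wells lacking Bcl-B protein for full effect; a part of the inactive calls stands beside numbers as strong as those of hits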
MRP resist rev – compounds reversing MRP-mediated drug resistance; H69AR cells + 2 uM doxorubicin, CellTiter-Glo, 72 h; differential viability (reversal), % at 10 µM; actives 0.04% (n = 85,000); AID 602;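 active = viability drop by adding the cancer drug above about 55%, with treated viability meeting a 40% cutoff, limit read from the data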;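 note: viability without doxorubicin minus viability with 2 µM doxorubicin for each compound; larger differential means the compound sensitizes cells more to doxorubicin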
IL1B NFkB pot – enhances IL-1B driven NFkB nuclear translocation. HUVEC IL-1B NFkB p65 nuclear translocation imaging. activation, % at 2 µM. actives 0.3% (n = 94,000);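 active = activation above 40%, about the mean plus 3 SD, also judged a hit on visual image review; inconclusive = activation above 40% but not a hit on visual review; inactive = activation not above 40% and no visual hit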;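 note: percent activation is computed from the nuclear over cytoplasmic p65 intensity ratio; values of inactives mirror those of a sister screen read the other way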
IL1B NFkB inh – blocks IL-1B driven NFkB nuclear translocation in HUVEC cells | HUVEC IL-1B NFkB p65 nuclear translocation imaging | inhibition, % at 2 µM | actives 0.43% (n = 94,000);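 active = inhibition above about 30% together with a positive call from visual inspection of the well image, limit read from the data; inconclusive = inhibition above a set limit but visual check negative; inactive = inhibition not above a set limit, visual check negative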;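 note: nuclear over cytoplasmic p65 intensity ratio measured by imaging; 0% = IL-1B stimulated DMSO wells and 100% = unstimulated DMSO wells; values of inactives mirror those of a sister screen read the other way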
MRP resist rev cytotoxicity – also measured in MRP resist rev; calls as there; viability, %; H69AR cells, CellTiter-Glo, 72 h; measured here: cytotoxicity without doxorubicin
MRP resist rev with doxorubicin – further read-out of MRP resist rev, marked with its call; viability, %; measured here: viability with 2 uM doxorubicin; active compounds read low
IL1B NFkB inh cell count 2 µM – second read-out of IL1B NFkB inh, no call of its own (marks repeat the call); cell count; measured here: cells passing quality filter;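 raw number of nuclei counted in each imaged well without normalization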
IL1B NFkB pot cell count 2 µM – also measured in IL1B NFkB pot; calls as there; cell count; measured here: cells passing quality filter
* hit, by the source's call; ? = inconclusive; · = no result given.

SMILES | PLAP inhibition | Bcl-B displacement | MRP resist rev | MRP resist rev cytotoxicity | MRP resist rev with doxorubicin | IL1B NFkB pot | IL1B NFkB pot cell count 2 µM | IL1B NFkB inh | IL1B NFkB inh cell count 2 µM
O=C(c1ccco1)N1CCN(c2nc3ccccc3c(=O)n2-c2ccccc2)CC1 | -43% | -2% | 5 | 59 | 54 | 14 | 103 | -14 | 103
Cc1cccc(Cn2c(SCC(=O)Nc3ccccc3)nc3c2c(=O)[nH]c(=O)n3C)c1 | -31% | 0% | 4 | 84 | 80 | 2 | 71 | -2 | 71
Cn1c(SCC(=O)NC2CC2)nnc1C(F)(F)F | 12% | 59% | -11 | 89 | 100 | · | · | · | ·
Cc1nc2sccn2c1-c1nc(-c2cc3ccccc3o2)cs1 | -69% | -224% | -6 | 85 | 91 | ? | · | -54 | 147
CC(=O)N1CCN(C(=O)Nc2cccc(C(F)(F)F)c2)CC1 | -6% | -2% | -34 | 70 | 104 | -4 | 195 | 4 | 195
O=C(c1ccc(Br)o1)N(c1ccc(Br)cc1)C1C=CS(=O)(=O)C1 (configuration not stated) | -28% | 1% | -17 | 57 | 74 | 10 | 145 | -10 | 145
O=C(OCC(=O)N1CCc2ccccc21)c1cccnc1 | 4% | -8% | 5 | 99 | 93 | -3 | 122 | 3 | 122
COC(=O)CSC1=C(C#N)C(c2sccc2C)CC(=O)N1 (configuration not stated) | · | · | · | · | · | 12 | 153 | -12 | 153
CSc1cccc(NC(=O)CN(c2cccc(C)c2)S(C)(=O)=O)c1 | 31% | -6% | -3 | 89 | 92 | 20 | 164 | -20 | 164
O=c1c(/C=N/Nc2ccccc2)c(Sc2nnnn2-c2ccccc2)nc2ccccn12 | 32% | 5% | · | · | · | 4 | 197 | -4 | 197
O=C(Nc1cnc2ccccc2c1)C1COc2ccccc2O1 (configuration not stated) | 25% | 11% | 14 | 84 | 70 | 12 | 156 | -12 | 156
CCOC(=O)Cc1nnc(Nc2cccc(C)c2)c2ccccc12 | 5% | -6% | 26 | 88 | 62 | 5 | 146 | -4 | 146
C=CCn1c(SCC(=O)Nc2cc(C)ccc2OC)nnc1-c1ccco1 | -25% | -8% | 8 | 93 | 84 | 2 | 107 | -2 | 107
COC(=O)NC1CSCC1OC(=O)CCN1C(=O)c2ccccc2C1=O (configuration not stated) | -40% | -1% | · | · | · | · | · | · | ·
O=C(Nc1cccc(Cl)c1)Nc1nnc(-c2ccccc2)o1 | -9% | -6% | -13 | 71 | 84 | -2 | 115 | 2 | 115
CCOc1ccc(-n2ccnc2SCC(=O)NCc2ccc3c(c2)OCO3)cc1 | 6% | -13% | 10 | 95 | 85 | 8 | 174 | -8 | 174
Nc1nc2c(s1)CC(c1ccccc1)CC2 (configuration not stated) | -8% | 6% | -3 | 106 | 108 | -2 | 178 | 2 | 178
CCn1c(CCC(=O)Nc2nc3c(s2)CCCC3)nc2cc(S(=O)(=O)N(C)C)ccc21 | -45% | -6% | 0 | 43 | 43 | 1 | 144 | -1 | 144
CC(=O)N1C(=O)C2(C(C#N)=C(N)Oc3n[nH]c(-c4ccccn4)c32)c2ccccc21 (configuration not stated) | -20% | -2% | -2 | 87 | 89 | · | · | · | ·
CC(C)CNC(=O)c1ccccc1NC(=O)Nc1ccccc1 | 4% | -1% | 5 | 94 | 89 | 11 | 99 | -11 | 99

Four structures out of the list, ordered by formula weight, rising.
SMILES | PLAP inhibition | Bcl-B displacement | MRP resist rev | MRP resist rev cytotoxicity | MRP resist rev with doxorubicin | IL1B NFkB pot | IL1B NFkB pot cell count 2 µM | IL1B NFkB inh | IL1B NFkB inh cell count 2 µM
COC(=O)CSC1=C(C#N)C(c2sccc2C)CC(=O)N1 (configuration not stated) | · | · | · | · | · | 12 | 153 | -12 | 153
C=CCn1c(SCC(=O)Nc2cc(C)ccc2OC)nnc1-c1ccco1 | -25% | -8% | 8 | 93 | 84 | 2 | 107 | -2 | 107
O=C(c1ccco1)N1CCN(c2nc3ccccc3c(=O)n2-c2ccccc2)CC1 | -43% | -2% | 5 | 59 | 54 | 14 | 103 | -14 | 103
Cc1cccc(Cn2c(SCC(=O)Nc3ccccc3)nc3c2c(=O)[nH]c(=O)n3C)c1 | -31% | 0% | 4 | 84 | 80 | 2 | 71 | -2 | 71

An excerpt of these results, with values under each structure:
Results follow in this order: PLAP inhibition, Bcl-B displacement, MRP resist rev, MRP resist rev cytotoxicity, MRP resist rev with doxorubicin, IL1B NFkB pot, IL1B NFkB pot cell count 2 µM, IL1B NFkB inh, IL1B NFkB inh cell count 2 µM
Nc1nc2c(s1)CC(c1ccccc1)CC2 (configuration not stated)
→ -8%, 6%, -3, 106, 108, -2, 178, 2, 178
O=C(c1ccc(Br)o1)N(c1ccc(Br)cc1)C1C=CS(=O)(=O)C1 (configuration not stated)
→ -28%, 1%, -17, 57, 74, 10, 145, -10, 145

Further structures
SMILES | PLAP inhibition | Bcl-B displacement | MRP resist rev | MRP resist rev cytotoxicity | MRP resist rev with doxorubicin | IL1B NFkB pot | IL1B NFkB pot cell count 2 µM | IL1B NFkB inh | IL1B NFkB inh cell count 2 µM
COc1ccc(/C(O)=C2\C(=O)C(=O)N(Cc3ccco3)C2c2ccc(OC)cc2OC)cc1 (configuration not stated) | 1% | -3% | 3 | 97 | 94 | 7 | 147 | -7 | 147
Cc1ccc(S(=O)(=O)c2cccc(S(=O)(=O)N3CCOCC3)c2)cc1S(=O)(=O)N1CCOCC1 | -5% | -6% | 12 | 99 | 87 | 9 | 130 | -9 | 130
COc1cccc(-c2nnc3sc(-c4ccccc4)nn23)c1 | 5% | -10% | -10 | 41 | 51 | · | · | · | ·
c1csc(CNCCN2CCOCC2)c1 | 3% | 4% | -8 | 81 | 88 | 8 | 154 | -8 | 154
Cc1[nH]c2ccccc2c1C(O)CN1CCN(c2cccc(C(F)(F)F)c2)CC1 (configuration not stated) | -32% | -10% | 0 | 1 | 1 | -10 | 216 | 10 | 216
Cc1onc(-c2ccccc2)c1C(=O)NCc1ccccn1 | -7% | 1% | -8 | 82 | 90 | 8 | 159 | -8 | 159
CNC(=O)c1cccc(N2CCCC2=O)c1 | -6% | -6% | 8 | 92 | 84 | 9 | 75 | -9 | 75
COc1ccc(CCNS(=O)(=O)c2ccccc2)cc1OC | 8% | -4% | 10 | 91 | 81 | 0 | 166 | 0 | 166
Cn1c(=O)c2c(ncn2CC(=O)NCc2cccnc2)n(C)c1=O | -2% | 7% | 2 | 93 | 91 | 2 | 119 | -2 | 119
CC(=O)c1cccc(NC(=O)N2CCCC2C(=O)NCCc2ccccc2)c1 (configuration not stated) | 19% | -5% | 2 | 92 | 90 | -4 | 46 | 4 | 46
CCCCCCOC(=O)NCC(O)c1ccccc1 (configuration not stated) | -3% | 14% | 3 | 96 | 94 | 0 | 176 | 0 | 176
CCOc1ccc(S(=O)(=O)Nc2ccc(Cl)cn2)c(C)c1C | -3% | 2% | -8 | 95 | 102 | 10 | 172 | -10 | 172
CCOC(=O)C(C(=O)NCC1CCCO1)C1CCCCC1 (configuration not stated) | · | · | -1 | 93 | 93 | -1 | 91 | 1 | 91
COc1ccccc1NC(=O)c1ccc(COc2ccccc2OC)o1 | 11% | -17% | 8 | 86 | 78 | 13 | 108 | -13 | 108
CC(C)CN(CC(C)C)S(=O)(=O)N1CCC(C(=O)NCc2ccc(F)cc2)CC1 | -9% | -2% | 11 | 96 | 85 | 1 | 132 | -1 | 132
CCOC(=O)c1cnc(SCC(=O)c2ccc(C)cc2)nc1N | · | · | 14 | 92 | 78 | 11 | 136 | -11 | 136
COc1ccc(CCn2c(N3CCOCC3)nc3c2c(=O)[nH]c(=O)n3C)cc1 | -5% | -7% | -43 | 25 | 67 | 7 | 71 | -7 | 71
Cc1ccccc1NS(=O)(=O)c1ccc(C)c(C(N)=O)c1 | 15% | -17% | 18 | 99 | 81 | · | · | · | ·
O=C(COc1ccccc1)N1CCN(C(=O)c2cccc(F)c2)CC1 | 7% | -6% | -16 | 100 | 115 | · | · | · | ·
CCCN(CCC)C1CC(=O)N(Cc2ccccc2)C1=O (configuration not stated) | -23% | 2% | 1 | 91 | 89 | · | · | · | ·
COC(=O)c1cc(NC(=O)C2C3C=CC(C3)C2C(=O)O)cc(C(=O)OC)c1 (configuration not stated) | -1% | -2% | -3 | 95 | 98 | -7 | 192 | 7 | 192
CC(=O)Nc1ccc2c(c1)C(=O)N(c1ccc(C)cc1)C2=O | 10% | -6% | 14 | 96 | 82 | 27 | 138 | -27 | 138
CC(NC(=O)Nc1cccc([N+](=O)[O-])c1)(C(F)(F)F)C(F)(F)F | 13% | 14% | · | · | · | -1 | 92 | 1 | 92
CCOC(=O)C1=C(C)OC(N)=C(C#N)C1C1CCCCC1 (configuration not stated) | 1% | 17% | -16 | 61 | 77 | · | · | · | ·
N#Cc1ccccc1NC(=O)Nc1cccc(Cl)c1 | 5% | -1% | 11 | 94 | 83 | 11 | 73 | -11 | 73
COc1ccc(CNCCc2ccccc2)cc1OCC(N)=O | 3% | -1% | · | · | · | · | · | 0 | 178
CN(CC(=O)NCc1cccs1)S(=O)(=O)c1cccc2cccnc12 | 14% | -13% | 17 | 101 | 84 | 0 | 145 | 0 | 145
COc1ccc(CCNc2oc(-c3ccc(C)cc3)nc2C#N)cc1OC | -32% | -2% | 5 | 87 | 82 | · | · | · | ·
CC1(C)CC(=O)C(C=NCCN2CCN(C(=O)CC3CCCC3)CC2)=C(O)C1 | -57% | -1% | 12 | 104 | 93 | -4 | 112 | 4 | 112
O=c1n(-c2ccccc2)c(=O)n2n1CCCC2 | -16% | -8% | 0 | 97 | 97 | -2 | 160 | 2 | 160
COc1ccc(/C=C/C(=O)NNc2c(F)c(F)cc(F)c2F)cc1OC | 7% | -12% | 15 | 91 | 77 | 6 | 180 | -6 | 180
CCCCC(=O)Nc1cccc(NC(=O)CC)c1 | 5% | -6% | -2 | 93 | 95 | -8 | 145 | 8 | 145
COc1ccccc1-c1nc2n(n1)C(c1ccc(Cl)cc1)C(C(N)=O)=C(C)N2 (configuration not stated) | · | · | 2 | 82 | 80 | -8 | 145 | 8 | 145
CCCc1nc(SCC(=O)Nc2ccccc2)c2c(=O)n(C)c(=O)n(C)c2n1 | -4% | -2% | -7 | 42 | 49 | 8 | 186 | -8 | 186
CCc1ccc(NC(=O)CN2CCc3ccccc3C2)cc1 | -47% | -12% | 5 | 82 | 78 | 2 | 107 | -2 | 107
O=C(NCC1CCCO1)c1ccc2c(=O)n(Cc3ccco3)c(SCC(=O)N3CCCC3)nc2c1 (configuration not stated) | -16% | 8% | -2 | 85 | 87 | -4 | 117 | 4 | 117
O=C(N1CCCCC1)C12CC3CC(C1)CC(C(=O)N1CCCCC1)(C3)C2 | -33% | 5% | 5 | 102 | 98 | · | · | · | ·
COC(=O)c1nc(NC(=O)c2ccc(Br)cc2)n[nH]1 | -2% | -4% | 4 | 97 | 93 | 9 | 142 | -9 | 142
O=C(c1ccc2c(c1)C(=O)N(CCCO)C2=O)c1ccc2c(c1)C(=O)N(CCCO)C2=O | 17% | -10% | · | · | · | · | · | · | ·
Cc1c(Cl)cccc1NC(=O)c1cccc(NC(=O)CCC(=O)O)c1 | -6% | -5% | · | · | · | 14 | 174 | -14 | 174
COc1ccccc1/C=c1\sc2nc(-c3ccccc3OC)nn2c1=O | -47% | -12% | · | · | · | 52* | 107* | -52 | 107
COc1ccc(C(=O)Nn2cc3c(c2-c2ccccc2)c(=O)n(C)c(=O)n3C)cc1 | 6% | -7% | 9 | 81 | 73 | 5 | 118 | -5 | 118
Cc1cccc(/C(N)=N/OC(=O)CCc2ccccc2)c1 | 5% | 7% | · | · | · | -8 | 150 | 8 | 150
Cc1cccc(OCCCC(=O)Nc2ccc(N3CCCCC3)cc2)c1 | -4% | 4% | · | · | · | 11 | 135 | -11 | 135
N#CCSc1nnc(-c2ccccc2O)n1Cc1ccccc1 | -24% | 4% | · | · | · | 3 | 195 | -3 | 195
Cc1cc(C(=O)NCc2ccc(S(N)(=O)=O)cc2)c(C)o1 | 12% | -6% | 2 | 88 | 86 | -12 | 137 | 12 | 137
S=c1[nH]ncn1/N=C/c1ccccc1 | 0% | -7% | -3 | 97 | 100 | 21 | 73 | -21 | 73

Not all compounds are listed. The share of hits here may be higher or lower than overall.
